High-throughput results (PubChem BioAssay)
SV40 large T antigen – SV40 large T antigen inhibitors, biochemical (AID 1903) | SV40 large T antigen ATPase/helicase inhibition assay; higher % means a stronger effect | inhibition, % at 20 µM; hits with a dose series show IC50 in µM | 310,000 compounds, 0.39% hits; in the data active means a potency from the dose series; inconclusive means inhibition mostly from about 32% at the one dose, without a potency; inactive means the rest, 99 in 100 with inhibition below about 32%; further: strong numbers were not always called active
KOR beta-arrestin-1 – KOR antagonists, beta-arrestin recruitment, cell-based, luminescence, uHTS (AID 1778); Kappa-type opioid receptor (Homo sapiens); KOR beta-arrestin recruitment, luminescence, antagonist mode; higher % means a stronger effect; one-dose inhibition, % at 10 µM; IC50 in µM for titrated hits; 290,000 compounds, 0.091% hits; further: strong numbers were not always called active
GPR55 activation – GPR55 agonists via beta-arrestin recruitment, primary screen, imaging, U2OS cells, beta-arrestin-GFP redistribution (AID 1961) | U2OS GPR55 beta-arrestin-GFP redistribution imaging; higher % means a stronger effect | one-dose activation, % at 10 µM; EC50 in µM for titrated hits | 290,000 compounds, 0.048% hits;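 active means activation above 40% with more than 50 cells counted in the well; inconclusive means wells holding fewer than 50 cells, flagged as toxic or sparse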;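 further: U2OS osteosarcoma cells stably expressing GPR55 and beta-arrestin-GFP; plate controls were DMSO negative control for no effect and LPI positive control for full effect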
HIV peptide binding – inhibitors of HIV fusion peptide binding, primary screen, biochemical, uHTS, fluorescence dequenching (AID 1986); one-dose inhibition, % at 20 µM; IC50 in µM for titrated hits; cell-free peptide binding, fluorescence dequenching, 30 min; higher % means a stronger effect; 290,000 compounds, 0.3% hits; in the data active means inhibition mostly above about 52%, no sharp cut-off; inactive means mostly below about 76%; further: some results filed as inactive read as strong as hits
NOD1 NF-kB reporter – NOD1 signaling inhibitors, primary screen, cell-based, luminescence, uHTS (AID 1578); NOD1-driven NF-kB luciferase reporter cells, luminescence; higher % means a stronger effect; inhibition, % at 4 µM; hits with a dose series show EC50 in µM; 290,000 compounds, 1% hits; in the data active means inhibition mostly above about 36%, no sharp cut-off; inactive means mostly below about 34%;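 further: HEK-293T reporter cells stimulated with the NOD1 agonist gamma-tri-DAP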
HEK293 NOD2/NF-kB – NOD2 signaling inhibitors, cell-based, luminescence, uHTS, HEK293 (AID 1566); HEK293 NOD2/NF-kB luciferase reporter, luminescence; higher % means a stronger effect; inhibition, % at 4 µM, or EC50 in µM where a hit was titrated; 290,000 compounds, 0.63% hits; further: many of its hits are not listed in these tables
KOR beta-arrestin-2 – KOR agonists, beta-arrestin recruitment, primary screen, cell-based, luminescence, uHTS (AID 1777); Kappa-type opioid receptor (Homo sapiens); KOR beta-arrestin recruitment, luminescence; higher % means a stronger effect; activation, % at 10 µM; hits with a dose series show EC50 in µM; 280,000 compounds, 0.02% hits; in the data active means activation above about 50%, passing the limit was not always enough; further: a part of the inactive calls stands beside numbers as strong as those of hits
Rac1 GTP hydrolysis – MgcRacGAP GTPase-activating activity inhibitors, confirmation, biochemical, ADP Hunter fluorescence; 340,000 compounds, 0.6% hits; inhibition, % at 30 µM; hits with a dose series show IC50 in µM; Rac GTPase-activating protein 1 (Homo sapiens); MgcRacGAP-stimulated Rac1 GTP hydrolysis, ADP Hunter fluorescence; higher % means a stronger effect; GST-tagged Rac1 F28L mutant substrate;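 active means first-screen hits whose inhibition reached a set limit at any dose in the follow-up dose series; inconclusive means inhibition above the set first-screen limit but never retested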;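 further: fluorescence reports GDP produced by GAP-driven GTP hydrolysis; strong numbers were not always called active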
GPR55 LPI antagonism – GPR55 antagonists blocking LPI-driven arrestin recruitment, primary screen, imaging, U2OS, beta-arrestin-GFP, LPI agonist (AID 2013) | G-protein coupled receptor 55 (Homo sapiens) | 290,000 compounds, 0.13% hits | one-dose inhibition, % at 10 µM; IC50 in µM for titrated hits | U2OS GPR55 beta-arrestin-GFP translocation imaging, LPI antagonism; higher % means a stronger effect;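 active means spots per cell inhibited over 60%, with over 100 cells counted and total cytoplasm intensity under 500,000; inconclusive means wells with under 100 cells, flagged as likely toxic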;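 further: U2OS cells stably carrying GPR55 and arrestin-GFP stimulated by 5 µM LPI near EC80; imaged beta-arrestin-GFP aggregate spots per cell after agonist stimulation; plate controls were LPI-stimulated DMSO wells for no effect and DMSO wells without LPI for full effect; some results filed as inactive read as strong as hits; confirmed hits need IC50 under 10 µM and bright autofluorescent wells are also inconclusive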
The depositor's hits bear a star; u = inconclusive; x = not tested or not shown; [ ] = another dose, or the depositor's remark. Unless noted, no stated cut-off is given here; in the data, active means inhibition above about 50%; inactive means the rest.

SMILES	SV40 large T antigen	KOR beta-arrestin-1	GPR55 activation	HIV peptide binding	NOD1 NF-kB reporter	HEK293 NOD2/NF-kB	KOR beta-arrestin-2	Rac1 GTP hydrolysis	GPR55 LPI antagonism
CC(=O)c1ccc(NC(=O)CCNC(=O)c2ccccc2Cl)cc1	-3%	-1%	-0.3%	-1.5%	-11%	13%	1.5%	5%	-3%
Nc1ncc(Br)cc1S(=O)(=O)NCCC(=O)N1CCN(c2ncccn2)CC1	-1%	4%	-0.1%	-2.0%	9%	6%	-2.4%	3%	1%
N#CCCN(CCC#N)c1nncs1	5%	16%	-0.1%	-0.2%	-5%	14%	x	48%	9%
CCCCCCCCCCCNC(=O)c1ccoc1C	14%	-3%	-0.3%	12%	-12%	10%	-5.7%	2%	2%
O=C(CSc1n[nH]c(=O)[nH]c1=O)Nc1ccc2c(c1)C(=O)c1ccccc1C2=O	18%	6%	-0.1%	18%	-5%	-42%	3.2%	6%	5%
COc1ccc(CNCc2c(O)c(Cl)cc3c(C)c(C)c(=O)oc23)c(OC)c1	4%	10%	-0.1%	-2.6%	-5%	17%	-6.2%	7%	0%
COc1ccc(-n2nc(C(=O)NCC(=O)N3CCN(c4ccccc4OC)CC3)c3ccccc3c2=O)cc1OC	23%	-39%	-0.1%	-0.7%	18%	28%	4.1%	0%	2%
CCCCC(=O)Nc1ccc(NC(=O)c2ccc3c(c2)OCO3)cc1OC	11%	20%	0.1%	-1.6%	-17%	-16%	-0.9%	5%	-9%
COc1cc(-c2noc(C)c2C#CCO)cc(OC)c1OC	16%	-40%[20 µM]	0.4%	0.9%	-13%	8%	-0.1%	7%	-4%
NS(=O)(=O)c1ccc(Nc2ncccc2[N+](=O)[O-])cc1	25%	-46%	0.0%	-0.9%	-32%	-1%	-4.5%	1%	4%
CCCS(=O)(=O)c1c(S(=O)(=O)CCC)c2c(C)cccn2c1C(=O)N/N=C/c1cc(O)cc(O)c1	29%	-15%	0.3%	5.3%	-15%	22%	2.2%	15%	14%
COc1ccc(C2C(C#N)=C(N)Oc3n[nH]c(C)c32)cc1Cn1nnc2ccccc21 (configuration not stated)	23%	28%	0.1%	-0.5%	-22%	11%	20%	6%	-5%
Cc1ccnc(NC(=O)c2ccc(Cl)cc2Cl)n1	12%	1%[20 µM]	-0.2%	-0.5%	14%	-1%	0.5%	x	-13%
Cc1ccc(S(=O)(=O)n2c([N+](=O)[O-])cnc2C)c(C)c1C	2%	10%	0.0%	3.4%	-27%	3%	4.4%	10%	7%
CCOC(=O)c1cc2c(=O)[nH]ccc2nc1C	-1%	-26%	0.3%	-0.9%	-25%	5%	-0.3%	8%	-7%
CCOC(=O)c1cnn(-c2ccc(C)cc2)c1N	25%	18%	-0.1%	0.1%	-21%	-3%	-3.9%	-5%	6%
COc1ccc(NC(=O)C(C)N(c2ccc(C)cc2)S(C)(=O)=O)cc1 (configuration not stated)	3%	-7%	-0.1%	1.9%	-5%	-7%	6.4%	-1%	-12%
Cc1ccc(S(=O)(=O)N(C)C)cc1NC(=O)C(C)N(C)Cc1sccc1C (configuration not stated)	5%	5%	0.4%	-1.2%	12%	44%	-2.5%	7%	0%
Cc1nc2c(C(=O)NCc3cccs3)cnn2c(C)c1Cc1ccc(F)cc1	1%	1%	-0.2%	-0.8%	-20%	14%	9.1%	x	5%
O=C(c1ccc(Br)cc1)C(CN1CCOCC1)c1ccccc1 (configuration not stated)	4%	18%	-0.1%	0.6%	5%	-64%	4.2%	1%	1%
COc1ccc(/C=C/C(=O)NC(=S)NNC(=O)c2ccco2)cc1OC	11%	26%	0.4%	1.0%	-3%	10%	4.2%	9%	13%
O=C(CCN1C(=O)c2ccccc2C1=O)C1=NN[C@@H]2C(=O)N(c3ccc4c(c3)OCCO4)C(=O)[C@H]12	12%	18%	-0.1%	-0.4%	-1%	22%	0.3%	x	3%
O=C1CC(Sc2ccc(Cl)cc2)C(=O)N1Cc1ccncc1 (configuration not stated)	18%	-1%	-0.1%	1.2%	-5%	24%	4.4%	0%	-2%
CCCc1cc(=O)[nH]c(SCC(=O)N2CCN(c3ccccc3)CC2)n1	24%	16%	-0.2%	0.8%	-6%	0%	0.0%	5%	-2%

For convenience, part of the list above:
SMILES	SV40 large T antigen	KOR beta-arrestin-1	GPR55 activation	HIV peptide binding	NOD1 NF-kB reporter	HEK293 NOD2/NF-kB	KOR beta-arrestin-2	Rac1 GTP hydrolysis	GPR55 LPI antagonism
Cc1ccc(S(=O)(=O)N(C)C)cc1NC(=O)C(C)N(C)Cc1sccc1C (configuration not stated)	5%	5%	0.4%	-1.2%	12%	44%	-2.5%	7%	0%
Cc1nc2c(C(=O)NCc3cccs3)cnn2c(C)c1Cc1ccc(F)cc1	1%	1%	-0.2%	-0.8%	-20%	14%	9.1%	x	5%

Following part
SMILES	SV40 large T antigen	KOR beta-arrestin-1	GPR55 activation	HIV peptide binding	NOD1 NF-kB reporter	HEK293 NOD2/NF-kB	KOR beta-arrestin-2	Rac1 GTP hydrolysis	GPR55 LPI antagonism
CCOc1ccc(NC(=O)Nc2c(C)n(C)n(-c3ccccc3)c2=O)cc1	3%	-39%	0.0%	1.7%	-9%	-8%	2.0%	0%	4%
Cc1ccc(OCC(=O)N2CCN(C(=O)c3ccc([N+](=O)[O-])cc3)CC2)cc1	x	2%[20 µM]	-0.1%	0.7%	-64%	-25%	x	4%	15%
O=C(NCc1ccccc1Cl)C1CCCN(C(=O)Nc2ccc(F)cc2)C1 (configuration not stated)	6%	-9%	-0.2%	0.7%	-14%	14%	7.3%	5%	4%
CN(CCNC(=O)c1cc2c(-c3ccccc3F)nn(C)c2s1)C1CCCCC1	8%	11%	-0.2%	0.3%	-6%	-8%	-2.7%	22%	20%
COc1ccc([N+](=O)[O-])cc1NC(=O)c1cccnc1	15%	-46%[20 µM]	-0.1%	-0.9%	-21%	13%	0.1%	7%	2%
O=C(/C=C/c1ccc(Cl)cc1)Nc1ccccc1N1CCOCC1	16%	-40%	0.0%	2.6%	-12%	-10%	5.9%	15%	1%
CCOC(=O)N1CCN(C(=O)CNC2CCCCCCC2)CC1	8%	-12%	-0.3%	-0.1%	-29%	-10%	-6.6%	u	-5%
Cc1nonc1CN(C)C(=O)c1cc(COc2ccc(F)cc2Cl)on1	9%	-27%	-0.1%	2.7%	-6%	10%	1.4%	1%	8%
Cc1ccnc(NC(=O)C2(c3cccs3)CCOCC2)c1	15%	22%	0.9%	-0.1%	-16%	0%	-5.5%	2%	6%
Cc1ccc(N(C(=O)Nc2ccccc2)C2=NCCC2)cc1	2%	0%	-0.1%	-0.7%	-4%	-13%	1.2%	x	8%
Cc1ccc(NC(=O)c2ccc(Br)o2)cc1S(=O)(=O)N(C)C	14%	-4%	-0.2%	1.2%	-41%	-31%	-0.8%	10%	-4%
COc1ccccc1NC(=O)Nc1nnc(C(C)C)s1	13%	23%	-0.1%	-4.0%	-34%	-35%	0.3%	8%	0%
Cc1ccc(SCc2c(C#N)c3ccccc3n2C)cc1	22%	2%	1.3%	-0.1%	-35%	9%	3.8%	-1%	3%
CCOC(=O)C1(C)NC(c2ccco2)C2C(=O)N(c3ccccc3)C(=O)C21 (configuration not stated)	10%	21%	-0.3%	-1.2%	-28%	16%	0.7%	6%	14%
Cc1ccc(CN2CCSc3ccc(C(=O)NCc4cccnc4)cc32)cc1	21%	-18%	-0.1%	-3.8%	9%	-3%	-3.1%	9%	-7%
Nn1cnnc1SCC(=O)Nc1ccc(C2CCCCC2)cc1	4%	9%	-0.2%	-3.4%	-16%	-15%	-1.1%	6%	-7%
Cc1ccccc1-n1c(C)cc(/C=C2/C(=N)N3C(c4ccccc4)=CSC3=NC2=O)c1C	5%	3%	-0.4%	20%	-4%	-1%	-3.0%	2%	-2%
Cc1sc2ncn(CC(=O)N3CCN(c4ccc(F)cc4)CC3)c(=O)c2c1S(=O)(=O)N1CCOCC1	11%	9%	-0.2%	-1.4%	4%	17%	0.9%	1%	4%
CCOC(=O)c1[nH]c(C)c(CN(CCc2ccc(OC)c(OC)c2)C(=O)CCCC(=O)O)c1C	x	-23%	-0.2%	0.3%	-28%	-6%	5.8%	3%	23%
COc1ccc2nc3c(cc2c1)c(NC(=O)c1cccs1)nn3CC(C)C	4%	-15%	0.2%	0.5%	-21%	-30%	14%	11%	-17%
Cc1ccc(-c2cc(NC(=O)c3ccccc3[N+](=O)[O-])n[nH]2)cc1	9%	-20%[20 µM]	0.7%	0.3%	14%	1%	-1.0%	-3%	-13%
Cc1nnc(SCC(=O)N(C)c2c(N)n(Cc3ccccc3)c(=O)[nH]c2=O)n1Cc1ccccc1	6%	17%	0.1%	-2.8%	-16%	6%	-6.9%	-2%	-6%
CSCCC(NC(=O)c1ccc(Cl)cc1)C(=O)NC(C)(C)C (configuration not stated)	5%	8%	-0.1%	0.3%	11%	-6%	-6.7%	-4%	7%
Cc1ccc(CC2C(=O)N(c3nc(C)cc(C)n3)C(=O)C2C)cc1 (configuration not stated)	-1%	-44%[20 µM]	-0.1%	-1.5%	25%	7%	2.4%	5%	5%
COc1ccc(CNC(=O)CN(Cc2ccc(OC)cc2)C(=O)CCC(=O)Nc2nccs2)cc1	25%	24%	0.6%	0.7%	-17%	10%	-2.0%	4%	-2%
CC1CCN(S(=O)(=O)c2cc(Cl)ccc2Br)CC1	0%	-28%	-0.1%	-1.8%	9%	3%	4.5%	0%	-3%
CC[N+](CC)(CC)CCCCOc1ccc2c(c1)C(=O)c1cc(OCCCC[N+](CC)(CC)CC)ccc1-2	16%	31%	0.6%	-1.7%	4%	21%	-2.1%	221µM*	-5%
CC1=C(C)CC(C(=O)NCC(=O)c2ccccc2)C(C(=O)O)C1 (configuration not stated)	-1%	7%	-0.1%	0.4%	-72%	-63%	0.0%	0%	1%
COc1cc(C(=O)NCC(=O)N/N=C/c2ccc(-c3cccc([N+](=O)[O-])c3)o2)cc(OC)c1OC	7%	27%	-0.2%	-1.4%	-43%	31%	-2.3%	4%	1%
COc1ccc(C(C)=O)cc1Cn1c(=O)cc(C)[nH]c1=O	8%	0%	-0.3%	0.6%	x	x	-3.8%	2%	-2%
COCC(=O)Nc1cc(C(=O)Nc2ccccc2)ccc1Cl	-6%	19%	-0.2%	0.3%	-55%	-24%	-1.9%	x	5%
S=C1NCCNC(=S)NCCOCCN1	16%	-9%	1.2%	-0.6%	-26%	8%	-0.4%	2%	7%
Clc1ccccc1Cn1c(/C=C/c2ccco2)nc2ccccc21	12%	-16%	-0.3%	54%	3%	-11%	8.0%	11%	4%
Cc1ccc2cc(CCNC(=O)C(C)C)c(=O)[nH]c2c1C	4%	9%	0.2%	-0.9%	-27%	-18%	1.6%	-2%	-4%

This is a subset (hit frequency here may not be typical).
